VIM-2 inh: blocks Pseudomonas aeruginosa VIM-2 metallo-beta-lactamase; purified VIM-2, nitrocefin hydrolysis, epi-absorbance fluorescence; inhibition, % at 5.6 µM; actives 0.89% (n = 290,000); AID 1527;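 active means inhibition above the mean of all tested compounds plus 3 SD, cutoff set per screening run, cut at about 7.5% in these data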;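 further: red hydrolysis product quenches plate fluorescence so inhibitors raise well fluorescence; 0% = enzyme with DMSO and 100% = DMSO without enzyme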
IMP-1 inhibitor: inhibitors of Pseudomonas aeruginosa IMP-1 metallo-beta-lactamase. inhibition, % at 5.6 µM. actives 0.45% (n = 290,000). purified IMP-1, nitrocefin hydrolysis, epi-absorbance fluorescence. AID 1556;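 active means inhibition above the mean plus 3 SD of all compounds in the same screening run, cut at about 4.5% in these data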;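 further: 0% = IMP-1 with DMSO and 100% = DMSO wells lacking enzyme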
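Assay system: purified IMP-1; Quantity: IMP-1 0.2 nM before substrate addition; Medium: HEPES buffer pH 7.1 with ZnSO4 and Brij 35; Incubation: 15 min enzyme–compound preincubation, then 25 min nitrocefin reaction, 25 °C; Signal: fluorescence quenching readout, ex 480/em 530 nm; Controls: DMSO with and without IMP-1; Repeats: singlicate testing.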
GalR3 antag: human GalR3 antagonism | inhibition, % at 3 µM | O60755 | HEK293 GalR3-CNG cAMP membrane potential fluorescence; galR3 body fused to GalR1 C-terminus | actives 0.44% (n = 360,000);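 active means inhibition above the screen-wide average plus 3 SD, cut at about 13% in these data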;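 further: forskolin and galanin both at EC90 stimulate the cells; cAMP rise reported by CNG channel membrane potential dye signal; 0% = forskolin plus galanin with DMSO and 100% = forskolin alone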
Target sequence (O60755 1-299 limits assumed): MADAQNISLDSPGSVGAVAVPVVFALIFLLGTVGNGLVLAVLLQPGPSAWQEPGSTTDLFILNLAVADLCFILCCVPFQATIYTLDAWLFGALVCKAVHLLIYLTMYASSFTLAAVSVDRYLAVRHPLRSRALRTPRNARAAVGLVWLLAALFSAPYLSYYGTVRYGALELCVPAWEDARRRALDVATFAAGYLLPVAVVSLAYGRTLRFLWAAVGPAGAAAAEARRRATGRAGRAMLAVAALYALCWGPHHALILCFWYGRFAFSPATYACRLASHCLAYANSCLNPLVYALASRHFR
PHOSPHO1 block: inhibitors of human PHOSPHO1 phosphatase. AID 1565. actives 1.1% (n = 290,000). Q8TCT1. inhibition, % at 13.3 µM. recombinant PHOSPHO1, absorbance phosphatase assay; in the data active means inhibition above about 60%
Target sequence (Q8TCT1 whole entry, looked up): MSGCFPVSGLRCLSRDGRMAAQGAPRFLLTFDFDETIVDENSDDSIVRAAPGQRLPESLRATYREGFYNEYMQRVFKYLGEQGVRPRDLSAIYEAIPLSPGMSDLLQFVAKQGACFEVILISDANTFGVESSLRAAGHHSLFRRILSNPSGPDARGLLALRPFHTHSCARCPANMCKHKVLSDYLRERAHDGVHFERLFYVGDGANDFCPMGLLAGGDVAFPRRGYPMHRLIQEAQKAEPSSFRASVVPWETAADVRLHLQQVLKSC
GPR7 antag: human neuropeptides B/W receptor 1 antagonism; P48145; GPR7-expressing cells, fluorescence antagonist assay; inhibition, % at 4.4 µM; actives 1.1% (n = 290,000); AID 1861; in the data active means inhibition above about 16%, passing the limit was not always enough;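 further: cells stimulated with the agonist NPW; 0% = agonist with vehicle and 100% = vehicle without agonist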
Target sequence (P48145 whole entry, looked up): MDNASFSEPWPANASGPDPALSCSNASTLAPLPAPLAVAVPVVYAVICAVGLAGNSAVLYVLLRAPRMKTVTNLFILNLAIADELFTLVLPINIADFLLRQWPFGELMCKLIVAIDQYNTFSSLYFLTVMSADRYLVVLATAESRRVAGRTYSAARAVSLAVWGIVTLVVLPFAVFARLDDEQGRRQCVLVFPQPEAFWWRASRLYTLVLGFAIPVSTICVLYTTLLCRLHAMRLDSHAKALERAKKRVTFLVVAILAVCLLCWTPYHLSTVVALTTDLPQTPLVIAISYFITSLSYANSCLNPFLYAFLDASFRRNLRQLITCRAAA
FID counter: displaces DNA intercalator in HCV helicase counter-screen | DNA fluorescent intercalator displacement, fluorescence | inhibition, % at 7.9 µM | actives 0.17% (n = 290,000); in the data active means inhibition above about 37%;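 further: 0% = vehicle and 100% = reference compound; higher means more ethidium bromide displaced from hairpin DNA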
V1R ag counter: counter-screen for oxytocin receptor agonists: human V1a receptor agonists. CHO-V1R cells, Fluo-8 calcium fluorescence, agonist mode; 0% DMSO, 100% 3 nM vasopressin. activation, % at 3 µM. AID 2797. actives 0.25% (n = 320,000);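 active means activation above the mean activation of all tested compounds plus 3 SD, per screening run, cut at about 20% in these data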;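 further: signal is peak over basal fluorescence ratio across a 100 second FLIPR read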
OXTR agonist: human OXTR agonism; CHO-OTR cells, Fluo-8 calcium fluorescence; normalized: DMSO 0%, oxytocin 100%; activation, % at 3 µM; AID 2435; actives 0.32% (n = 320,000); P30559;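 active means activation above the mean of all tested compounds plus 3 SD, cutoff set per screening run, cut at about 20% in these data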;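 further: peak over basal fluorescence ratio from a 100 s FLIPR kinetic read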
HCV NS3 hel inh: inhibitors of Hepatitis C virus NS3 helicase; NS3 helicase DNA unwinding, Cy5 molecular beacon fluorescence; inhibition, % at 10.9 µM; actives 0.56% (n = 290,000);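 active means inhibition above the mean of all tested compounds plus 3 SD, set per campaign, cut at about 35% in these data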;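 further: 0% = DMSO wells and 100% = thioflavine S control wells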
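Assay system: hepatitis C virus NS3 helicase domain fragment enzyme. Also added: annealed dual-labelled DNA beacon duplex, ATP-started. Timing: 1 h reaction at 25 °C, ATP-initiated. Technique: Cy5 fluorescence at 0 and 60 min, beacon hairpin quenching. Evaluation: % inhibition of unwinding. Replication: one well per compound.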
* = called active by the depositor; · = not tested or not shown. Compounds were not picked by outcome; overall some 4.3% were active at least once.

Key to letters – A = VIM-2 inh; B = IMP-1 inhibitor; C = GalR3 antag; D = PHOSPHO1 block; E = GPR7 antag; F = FID counter; G = V1R ag counter; H = OXTR agonist; I = HCV NS3 hel inh
[1] CN(C[C@H](Cc1ccccc1)N(C[C@H](Cc1ccccc1)N(CCC(C)(C)C)N=O)N=O)N=O
  A: -2.9; B: -3.1; C: -5.1; D: 26.2; E: -2.2; F: -6.3; G: 0.3; H: 1.1; I: 1.8

[2] Cc1occc1C(=O)NNC(=O)Nc1ccc(F)cc1F
  A: -3.8; B: -1.5; C: 5.6; D: -1.8; E: -6.6; F: 2.1; G: 0.6; H: 0.7; I: -10.3

[3] COc1ccc(N(CC(=O)NCc2ccc(F)cc2)S(=O)(=O)c2c(C)noc2C)cc1
  A: -5.0; B: -1.9; C: 5.3; D: 43.5; E: 4.0; F: -36.8; G: 3.0; H: 0.6; I: -3.1

[4] O=Cc1ccccc1-n1cccn1
  A: -3.2; B: -2.5; C: -5.5; D: 11.2; E: 1.4; F: 0.2; G: 0.2; H: 1.8; I: -1.4

[5] O=C(CCC(=O)c1cccs1)Nc1ccccc1F
  A: 0.2; B: -1.4; C: -1.8; D: 14.1; E: 4.2; F: 0.7; G: 1.1; H: 0.0; I: 4.8

[6] CCCCN1C(=O)C(C)=C(C)C1OCCc1ccc(OC)c(OC)c1 (stereo unspecified)
  A: -1.7; B: -0.9; C: -4.2; D: 3.1; E: -17.2; F: -31.1; G: 1.4; H: 0.6; I: 2.3

[7] Cc1ccc(C(=O)Nc2nc3ccc(S(C)(=O)=O)cc3s2)o1
  A: -3.0; B: -4.4; C: -1.9; D: 3.4; E: -3.5; F: -5.9; G: 1.3; H: 0.9; I: -0.4

[8] C/C(Cc1ccccc1)=N\NC(=O)CNC(=O)c1cccc(F)c1
  A: -0.7; B: -2.8; C: 1.8; D: 22.4; E: -7.0; F: -1.4; G: 0.3; H: -1.0; I: 2.3

[9] CCOP(=O)(OCC)c1nc(-c2ccc(Cl)cc2Cl)oc1N1CCCCC1
  A: 0.0; B: 0.5; C: -4.0; D: 27.7; E: -14.5; F: -30.2; G: -1.3; H: -1.8; I: -15.5

[10] Nc1ccccc1Sc1nc2ccccc2[nH]1
  A: -3.4; B: -3.5; C: 1.3; D: 55.5; E: -1.9; F: -0.9; G: -1.1; H: -1.5; I: 4.7

The listing continues.
Key to letters – A = VIM-2 inh; B = IMP-1 inhibitor; C = GalR3 antag; D = PHOSPHO1 block; E = GPR7 antag; F = FID counter; G = V1R ag counter; H = OXTR agonist; I = HCV NS3 hel inh
[11] NC(=O)c1ccc(NC(=O)CCC(=O)N2CCN(S(=O)(=O)c3ccc(Cl)cc3)CC2)cc1
  A: -2.3; B: -4.2; C: -7.6; D: 22.0; E: -2.2; F: -20.2; G: 0.6; H: -0.6; I: 2.7

[12] Cc1cnc(C(=O)N2CCCC(C(=O)c3cccc(OC(C)C)c3)C2)cn1 (stereo unspecified)
  A: -1.3; B: -0.1; C: -8.5; D: 16.8; E: 6.0; F: -18.4; G: 0.5; H: -0.2; I: -4.8

[13] CCn1cc(C(=O)O)c(=O)c2cnc(N3CCN(C(=S)Nc4ccc(F)cc4)CC3)nc21
  A: -1.4; B: -0.6; C: -2.1; D: 46.4; E: -10.1; F: -10.2; G: 0.3; H: -0.4; I: 12.0

[14] Cc1cc(=O)oc2cc(OCCSCCN3CCOCC3)ccc12
  A: 0.4; B: -3.3; C: 1.2; D: -6.8; E: -4.3; F: -8.0; G: 1.3; H: 1.4; I: -6.3

[15] CCn1c(N)c(C(=O)N2CCOCC2)sc1=S
  A: -1.6; B: -3.8; C: -7.2; D: 68.7*; E: -1.8; F: -3.2; G: 1.5; H: 0.9; I: 4.2

[16] COC(=O)[C@H]1C[C@@H]1[C@H](NC(=O)c1ccccc1)c1ccccc1
  A: -2.3; B: -0.6; C: -2.5; D: -8.7; E: 2.9; F: -2.2; G: -0.7; H: -1.0; I: 5.5

[17] O=C(CSc1nnc(-c2ccccc2)n1Cc1ccco1)Nc1ccc2c(c1)OCCO2
  A: 0.8; B: -0.6; C: -3.4; D: 52.8; E: 17.7; F: -39.6; G: -1.0; H: -0.1; I: 35.5

[18] CN(CCC(=O)c1ccccc1)CCC(=O)c1ccccc1
  A: -3.8; B: -3.7; C: -10.7; D: 36.0; E: -11.3; F: 1.0; G: ·; H: ·; I: -5.5

[19] C=CCNc1nc(Cl)nc(Nc2ccccc2)n1
  A: -1.6; B: -2.6; C: -12.1; D: -7.3; E: -18.8; F: -5.0; G: -1.9; H: -2.4; I: 1.4

[20] CCCOC(=O)C1=C(C)NC(=O)NC1c1ccc(Br)s1 (stereo unspecified)
  A: -5.3; B: -1.4; C: -2.5; D: -17.9; E: 0.7; F: -18.2; G: 0.6; H: -1.8; I: -3.0

(next part)
Key to letters – A = VIM-2 inh; B = IMP-1 inhibitor; C = GalR3 antag; D = PHOSPHO1 block; E = GPR7 antag; F = FID counter; G = V1R ag counter; H = OXTR agonist; I = HCV NS3 hel inh
[21] CN1CCN(C(=O)N2c3ccccc3C=Cc3ccccc32)CC1
  A: -0.6; B: 0.0; C: -3.0; D: 20.1; E: -10.9; F: 4.2; G: 0.2; H: 1.7; I: -2.3

[22] O=c1oc2ccccc2n1CSC1=NCCS1
  A: -2.3; B: -1.4; C: 0.9; D: -1.0; E: 14.0; F: -2.4; G: -0.1; H: -1.2; I: 4.9

[23] COc1ccc(CNCCNC(=O)c2cccs2)cc1OC
  A: -1.3; B: -3.6; C: -5.3; D: -9.8; E: -9.2; F: 2.5; G: -0.1; H: 0.4; I: -1.8

[24] Cc1cc(C(=O)COC(=O)C2=NNC(=O)CC2)c(C)n1CCc1ccccc1
  A: -3.2; B: -1.7; C: -3.0; D: 31.7; E: -9.9; F: -19.1; G: 0.3; H: 0.6; I: -0.2

[25] COCCn1nnnc1CN1C2CCCC1CC(NC(C)=O)C2 (stereo unspecified)
  A: 0.2; B: -5.1; C: -2.5; D: -29.1; E: -1.4; F: -3.2; G: 0.0; H: 1.8; I: 18.4

[26] C=CCOC(=O)C1=C[C@@H](c2ccc3c(c2)OCO3)C[C@@H](OCc2ccc(CO)cc2)O1
  A: -1.5; B: -1.0; C: -5.4; D: 17.7; E: -3.8; F: -31.7; G: -0.7; H: -1.4; I: 6.6

[27] CCOc1ccc2nc(SCC(=O)NCc3ccc(S(N)(=O)=O)cc3)sc2c1
  A: -1.0; B: -0.6; C: -9.6; D: -0.8; E: -3.7; F: -8.2; G: 1.9; H: 0.8; I: 7.5

[28] Cn1ncc2c(O/N=C(\N)c3ccc(C(C)(C)C)cc3)ncnc21
  A: -2.9; B: -4.8; C: ·; D: 32.2; E: 1.4; F: -19.5; G: -0.8; H: -1.7; I: -6.1

[29] Cn1ncc2c(Nc3ccc(Cl)cc3)ncnc21
  A: 0.4; B: -1.1; C: -7.5; D: 14.6; E: -0.5; F: -11.0; G: -0.4; H: -1.1; I: 4.9

Compounds from the list above containing four or more nitrogen atoms, in the order listed:
Key to letters – A = VIM-2 inh; B = IMP-1 inhibitor; C = GalR3 antag; D = PHOSPHO1 block; E = GPR7 antag; F = FID counter; G = V1R ag counter; H = OXTR agonist; I = HCV NS3 hel inh
[1] CN(C[C@H](Cc1ccccc1)N(C[C@H](Cc1ccccc1)N(CCC(C)(C)C)N=O)N=O)N=O
  A: -2.9; B: -3.1; C: -5.1; D: 26.2; E: -2.2; F: -6.3; G: 0.3; H: 1.1; I: 1.8

[11] NC(=O)c1ccc(NC(=O)CCC(=O)N2CCN(S(=O)(=O)c3ccc(Cl)cc3)CC2)cc1
  A: -2.3; B: -4.2; C: -7.6; D: 22.0; E: -2.2; F: -20.2; G: 0.6; H: -0.6; I: 2.7

[13] CCn1cc(C(=O)O)c(=O)c2cnc(N3CCN(C(=S)Nc4ccc(F)cc4)CC3)nc21
  A: -1.4; B: -0.6; C: -2.1; D: 46.4; E: -10.1; F: -10.2; G: 0.3; H: -0.4; I: 12.0

[17] O=C(CSc1nnc(-c2ccccc2)n1Cc1ccco1)Nc1ccc2c(c1)OCCO2
  A: 0.8; B: -0.6; C: -3.4; D: 52.8; E: 17.7; F: -39.6; G: -1.0; H: -0.1; I: 35.5

[19] C=CCNc1nc(Cl)nc(Nc2ccccc2)n1
  A: -1.6; B: -2.6; C: -12.1; D: -7.3; E: -18.8; F: -5.0; G: -1.9; H: -2.4; I: 1.4

[25] COCCn1nnnc1CN1C2CCCC1CC(NC(C)=O)C2 (stereo unspecified)
  A: 0.2; B: -5.1; C: -2.5; D: -29.1; E: -1.4; F: -3.2; G: 0.0; H: 1.8; I: 18.4

[28] Cn1ncc2c(O/N=C(\N)c3ccc(C(C)(C)C)cc3)ncnc21
  A: -2.9; B: -4.8; C: ·; D: 32.2; E: 1.4; F: -19.5; G: -0.8; H: -1.7; I: -6.1

[29] Cn1ncc2c(Nc3ccc(Cl)cc3)ncnc21
  A: 0.4; B: -1.1; C: -7.5; D: 14.6; E: -0.5; F: -11.0; G: -0.4; H: -1.1; I: 4.9
